Screening data as filed in PubChem BioAssay.
ERK AVP block – inhibitors of vasopressin-stimulated ERK signaling pathway; HEK293-V1b, vasopressin-stimulated pERK AlphaScreen; Potency, µM (highest dose often 57.5 µM), without a hit: at the highest dose activity, negative = inhibition, most hits filed as inhibitors; 0.99% of 72,000 active; AID 995; further: potency means the concentration at half of the fitted maximal effect; on the % scale 0 is the no-effect control and ±100 the full control effect; nearly all actives have a fitted effect of over 55% in size
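HEK293 cells stably expressing V1b receptor, preincubated 30 min at 37 °C with compound, then stimulated 5 min with 25 nM vasopressin. Phospho-ERK by AlphaScreen SureFire after 5 h RT; normalized to DMSO and vasopressin; AC50 by Hill fit.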
Casp7 inh – caspase-7 (human) inhibition, allosteric or competitive. P55210. recombinant caspase-7, Ac-DEVD-AFC fluorescence rate. Potency, µM (highest dose often 57.5 µM), inactives show at the top dose activity change, negative = inhibition, most hits filed as inhibitors. 0.02% of 75,000 active. AID 889; active means well fitted inhibition curve with a large enough effect in the main read-out, with a control signal flat, not every such curve was filed as active; inconclusive means small, poorly fitted or top-dose-only effect, or a change in a side signal; further: potency means the concentration at half of the fitted maximal effect; % of control where 0% means no effect
HEK293 cAMP cs – counter-screen for TSHR agonists: cAMP increase in parental HEK293; 2.5% of 73,000 active; Potency, µM (titrated, usually from 57.1 µM), for inactives: at the highest dose activation, hits mostly activators; parental HEK293 CNG cAMP sensor, membrane potential fluorescence; AID 938; further: potency means the concentration at half of the fitted maximal effect; % of control where 0% means no effect; nearly all actives have a fitted effect of over 55% in size
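Parental HEK 293 cells stably expressing a cAMP-gated CNG channel were loaded with membrane potential dye containing 100 uM RO 20-1724 for 60 min. Compound added for 30 min; depolarization read as fluorescence intensity at 590 nm.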
FLuc inh – firefly luciferase inhibition; 2.2% of 72,000 active; purified firefly luciferase, luminescence, 8 min; AID 411; P08659; Potency, µM (highest dose often 57.1 µM), without a hit: at the top dose activity change, negative = inhibition, actives largely listed as inhibitors; further: potency means the concentration at half of the fitted maximal effect; on the % scale 0 is the no-effect control and ±100 the full control effect; nearly all actives have a fitted effect of over 40% in size
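Inhibition of light generation by firefly luciferase from ATP and luciferin was profiled with concentration-response curves per sample, ATP held at 10 uM within the enzyme's linear range. Plates were read by luminescence after an 8-minute ambient incubation.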
USP2a inhib – USP2a (human) protease inhibition; Potency, µM (highest dose often 38.3 µM), inactives show at the top dose activity change, negative = inhibition, usual class: inhibitors; 0.1% of 60,000 active; AID 927; O75604; USP2a enzymatic assay, qHTS inhibition;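 further: potency means the concentration at half of the fitted maximal effect; nearly all actives have a fitted effect of over 60% in size; plate controls were DMSO for no effect and NEM full inhibition control for full effect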
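20 nM USP2 core + cpd, 30 min RT; add 20 nM Ub-PLA2/20 uM NBD C6-HPC; read Ex460/Em535 at 0 h and 2.5 h. Normalized to NEM; qHTS curve fit/classification.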
BRCT PPI green – inhibitors of human BRCA1 BRCT-phosphoprotein interaction (green fluorophore). P38398. BRCA1 BRCT-phosphopeptide binding, green fluorescence polarization. Potency, µM (doses to about 76.9 µM), for inactives: top-dose activity change, negative = inhibition, most hits filed as inhibitors. 0.05% of 75,000 active. AID 875;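 further: potency means the concentration at half of the fitted maximal effect; plate controls were peptide without protein for full effect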
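Fluorescence polarization: His-tagged BRCT (~35 kDa BRCA1 C-terminus, 250 nM) bound to 100 nM fluorescein-labeled phosphorylated 10-aa BACH1 peptide, pH 7.3 phosphate buffer with DTT and Tween 20. Compounds incubated 12 min at room temperature; inhibition read as lowered polarization.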
CRE-bla Fsk – alters forskolin-stimulated CRE reporter signaling in CHO cells. CHO CRE-bla reporter (cAMP response element driving beta-lactamase), forskolin EC10, beta-lactamase ratio. 2.5% of 71,000 active. AID 662. Potency, µM (series often up to 38.2 µM), without a hit: top-dose activity change, negative = inhibition, most hits filed as activators; active means well fitted activation curve with a large enough effect in the signal ratio, with a control signal flat, not every such curve was filed as active; inconclusive means small, poorly fitted or top-dose-only effect, or effect the other way, or a change in a side signal; the % refers to the signal ratio; further: potency means the concentration at half of the fitted maximal effect; % of control where 0% means no effect
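CHO CRE-bla cells, overnight plating in Opti-MEM with 0.5% dialyzed FBS; cpd titration + EC10 NKH 477, 3 h 37 °C; CCF4 2 h RT; ex 405/em 460 vs 530 ratio → %Activity, AC50.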
Tau fil binding – binders of human tau filaments; P10636; recombinant tau filaments, thioflavin S fluorescence, 15 h; filaments grown with octadecylsulfate alongside compound; Potency, µM (doses to about 57.1 µM), for inactives: top-dose activity change, negative = inhibition; 2% of 71,000 active;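 further: potency means the concentration at half of the fitted maximal effect; on the % scale 0 is the no-effect control and ±100 the full control effect; actives lower thioflavin S fluorescence by blocking filaments or displacing dye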
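Thioflavine S fluorescence (ex 450, em 510 nm) reports filaments formed from 1 uM human tau plus 30 uM ODS over 15 h at 37 C (10 mM HEPES pH 7.4, 100 mM NaCl, 5 mM DTT); compounds displacing dye or blocking filaments lower signal.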
A350 fluor – A350 region autofluorescence. Compound autofluorescence, 340/450 nm, Alexa 350 dye-equivalents; stronger effect = higher value. max dye-equivalent concentration, M. 11% of 59,000 active; in the data active means max dye-equivalent concentration above about 10 nM; inconclusive means mostly about 1.1 nM to 9.6 nM
Casp1 inh – blocks human caspase-1 allosterically or competitively; Caspase-1 enzyme, Ac-WEHD-AFC fluorogenic rate; 0.03% of 75,000 active; P29466; Potency, µM (top dose mostly 57.5 µM), for the others: top-dose activity change, negative = inhibition, hits mostly inhibitors;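 further: potency means the concentration at half of the fitted maximal effect; plate controls were vehicle for no effect and no substrate for full effect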
BRCT PPI red – BRCT-phosphoprotein interaction inhibition (red fluorophore). AID 892. Potency, µM (highest dose often 76.9 µM), without a hit: at the top dose activity change, negative = inhibition, usual class: inhibitors. 0.03% of 75,000 active. BRCT-phosphopeptide binding, red fluorescence polarization. P38398; further: on the % scale 0 is the no-effect control and ±100 the full control effect
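Rhodamine-labelled pBACH1 10-mer (100 nM) bound to BRCT domain (100 nM) at pH 7.3; compounds incubated 12 min room temperature, polarization read. Free peptide defines full inhibition; unlabelled decapeptide titrated as control.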
* marks the source's active call; other numbers are inactive results; i = inactive; ? = inconclusive; · = no result given; [ ] = another dose, or the depositor's remark. Unless noted, the call rests on the fitted dose curve; in most records, active means well fitted curve in the direction sought with a large enough effect; inconclusive means small, poorly fitted or top-dose-only effect, or another doubt; inactive means no such curve, though single readings can be large; an effect the other way counts as inactive or inconclusive.

SMILES	ERK AVP block	Casp7 inh	HEK293 cAMP cs	FLuc inh	USP2a inhib	BRCT PPI green	CRE-bla Fsk	Tau fil binding	A350 fluor	Casp1 inh	BRCT PPI red
O=C1CC(c2ccc(S(=O)(=O)N3CCN(c4ccccc4)CC3)cc2)CN1 (stereo unspecified)	13%	1%	1%	0%	11%	-0.7%	0%	16%	i	1%	0.5%
CC(c1ccccc1)C1CC(=O)N(CC(=O)O)C1=O (stereo unspecified)	8%	1%	3%	2%	-3%	1.4%	3%	4%	i	3%	2.2%
Nc1nc2n[nH]nc2c(=O)[nH]1	-2%[25.7 µM]	-5%[25.7 µM]	5%[25.6 µM]	-6%[25.5 µM]	-15%[17.1 µM]	-1.3%[34.4 µM]	?	-12%[25.6 µM]	1.5e-08M*	-16%[25.7 µM]	-1.0%[34.4 µM]
O=C(COC(=O)CSCC(=O)N1CCCCC1)Nc1ccc(Cl)cc1	7%	0%	-7%	0%	9%	-0.4%	-6%	4%	i	3%	0.0%
CC1CCc2sc3nc(N4CCN(CCO)CC4)n4ncnc4c3c2C1 (stereo unspecified)	?	-2%	?	-1%	54%[activator]	-4.0%	5µM*	44%	i	-3%	-1.5%
CCOc1ccc(-n2c(SC(C)C(=O)OC)nc3c(c2=O)SCC3)cc1 (stereo unspecified)	-26%	1%	11%	0%	18%	1.1%	3%	2%	i	-3%	0.0%
Cc1cc(C(=O)Nc2nc3ccc(S(C)(=O)=O)cc3s2)c(C)o1	-5%	-2%	?	2µM*	24%	3.3%	3%	55%	?	-4%	-0.5%
S=C1NC=NC2N=CNC12 (stereo unspecified)	17%	2%	19%	·	·	-3.2%	29%	2%	·	0%	-1.2%
Cc1ccc(S(=O)(=O)n2nc(-c3ccc(Cl)cc3)nc2NCc2ccco2)cc1	-3%	-2%	12%	2%	-1%	-1.0%	-6%	6%	i	-1%	0.4%
COc1cccc(Nc2ncc3nc(C)c(=O)n(C[C@H]4CCCO4)c3n2)c1	-2%	-5%	20%	1%[11.4 µM]	102%[activator]	-0.4%	2.5µM*	-15%	i	-6%	1.3%
O=C1C=C(N(CCO)CCO)C2(CCCCC2)O1	-10%	0%	-2%	4%	-9%	-2.1%	-5%	1%	·	0%	0.8%
COc1ccccc1CNc1cc(-c2cccc(NS(C)(=O)=O)c2)ncn1	?	1%	-5%	1%[2.29 µM]	12%	5.2%	?	2%	i	3%	-4.3%
COc1cc2c(O)c3c(c(-c4ccc5c(c4)OCO5)c2cc1OC)C(=O)OC3	10%	-23%	-29%	-2%	23%	-3.4%	?	9%	·	-14%	0.7%
CN(C)S(=O)(=O)Nc1ccc(Br)cc1F	-2%	-1%	15%	2%	-4%	-0.7%	-7%	6%	i	0%	0.5%
Cn1c(=O)oc2cc(S(=O)(=O)NCCC(=O)Nc3ccc4c(c3)OCCO4)ccc21	21%	-1%	0%	-1%	18%	-1.7%	?	0%	i	4%	-3.7%
N[C@H](Cc1cccc(-c2ccccc2CP(=O)(O)O)c1)C(=O)O	?	-1%	14%	1%	-2%	-1.1%	-8%	8%	i	3%	-1.3%
COc1ccc(C)cc1NC(=O)CSc1nnnn1Cc1ccccc1	13%	0%	17%	0%	-3%	0.5%	?	-11%	i	-1%	-0.2%
COc1cc2nc(-c3ccc(Br)o3)oc(=O)c2cc1OC	-26%	1%	8%	-2%	14%	5.1%	22%	146%	4.6e-08M*	-10%	-1.1%
CC1(C)CC(NC(=O)CCc2ccccc2)CC(C)(C)N1	1%	2%	8%	-4%	·	-4.4%	-7%	-9%	i	-1%	0.3%
CC(=O)c1ccc(C2C=CC(O)C(CO)O2)cc1 (stereo unspecified)	21%[11.5 µM]	1%[11.5 µM]	-1%[11.4 µM]	·	·	-2.1%[15.4 µM]	·	·	·	1%[11.5 µM]	1.2%[15.4 µM]

Ordered by formula weight (rising): part of the list above.
SMILES	ERK AVP block	Casp7 inh	HEK293 cAMP cs	FLuc inh	USP2a inhib	BRCT PPI green	CRE-bla Fsk	Tau fil binding	A350 fluor	Casp1 inh	BRCT PPI red
Nc1nc2n[nH]nc2c(=O)[nH]1	-2%[25.7 µM]	-5%[25.7 µM]	5%[25.6 µM]	-6%[25.5 µM]	-15%[17.1 µM]	-1.3%[34.4 µM]	?	-12%[25.6 µM]	1.5e-08M*	-16%[25.7 µM]	-1.0%[34.4 µM]
O=C1C=C(N(CCO)CCO)C2(CCCCC2)O1	-10%	0%	-2%	4%	-9%	-2.1%	-5%	1%	·	0%	0.8%
CC1(C)CC(NC(=O)CCc2ccccc2)CC(C)(C)N1	1%	2%	8%	-4%	·	-4.4%	-7%	-9%	i	-1%	0.3%
Cc1cc(C(=O)Nc2nc3ccc(S(C)(=O)=O)cc3s2)c(C)o1	-5%	-2%	?	2µM*	24%	3.3%	3%	55%	?	-4%	-0.5%
COc1cc2nc(-c3ccc(Br)o3)oc(=O)c2cc1OC	-26%	1%	8%	-2%	14%	5.1%	22%	146%	4.6e-08M*	-10%	-1.1%
COc1cc2c(O)c3c(c(-c4ccc5c(c4)OCO5)c2cc1OC)C(=O)OC3	10%	-23%	-29%	-2%	23%	-3.4%	?	9%	·	-14%	0.7%
CCOc1ccc(-n2c(SC(C)C(=O)OC)nc3c(c2=O)SCC3)cc1 (stereo unspecified)	-26%	1%	11%	0%	18%	1.1%	3%	2%	i	-3%	0.0%
Cn1c(=O)oc2cc(S(=O)(=O)NCCC(=O)Nc3ccc4c(c3)OCCO4)ccc21	21%	-1%	0%	-1%	18%	-1.7%	?	0%	i	4%	-3.7%

Later entries
SMILES	ERK AVP block	Casp7 inh	HEK293 cAMP cs	FLuc inh	USP2a inhib	BRCT PPI green	CRE-bla Fsk	Tau fil binding	A350 fluor	Casp1 inh	BRCT PPI red
C=CCn1c(SCn2nnc3ccccc3c2=O)nnc1-c1ccc(Br)cc1	-20%	-2%	?	4%	20%	-1.8%	?	-12%	i	-3%	-1.6%
COc1c(C)cccc1C(=O)Nc1ccc(CN2CCOCC2)cc1	-3%	-1%	12%	-25%	-2%	-0.4%	5%	4%	i	-1%	-0.3%
c1ccc(CN2CCN(CCN3CCn4c3nc3ccccc34)CC2)cc1	-11%	0%	16%	1%	4%	-0.9%	-5%	-2%	i	0%	-0.3%
Cn1c(=O)n(CC(=O)O)c(=O)c2c1nc1n2CCS1	-1%	2%	15%	3%	-13%	-0.3%	-1%	0%	i	0%	1.3%
Cc1ccc2nc(SCCC#N)nc(C)c2c1	-26%	-1%	5%	2%	10%	3.1%	?	4%	i	0%	-1.2%
Cc1ccc(SCc2cc(=O)[nH]c(N3CCOCC3)n2)cc1	3%	-2%	5%	0%	-4%	-2.4%	10%	-9%	i	2%	1.0%
CCCC(=O)c1ccc(N2CCN(C(=O)c3ccccc3)CC2)c(F)c1	-29%	-1%	32%	1%	5%	-1.7%	-12%	61%	·	0%	-1.3%
CCOC(=O)c1c(C)oc2ccc(O)c(CN(C)C)c12	9%	0%	?	0%	-7%	1.0%	-4%	26%	i	1%	0.0%
Cc1cc(C)nc(SCc2nnc(SCC(=O)Nc3ccccc3C)n2Cc2ccco2)n1	-7%	-1%	10%	-28%	15%	0.1%	-1%	6%	i	-1%	-0.1%
CS(=O)(=O)N1CCN(c2ccccc2NC(=O)c2ccc(Cl)cc2)CC1	?	-9%	9%	2%	30%	0.7%	16%	40%	?	-6%	0.6%
CC1CCCCN1C(=O)CSc1nnc(-c2ccco2)n1CC1CCCO1 (stereo unspecified)	10%	-1%[0.00368 µM]	1%	1%	-2%	-1.8%	4%	1%	?	0%	0.4%
Cc1cc2cc3c(cc2nc1SCC(=O)N1CCN(C(=O)c2ccco2)CC1)OCO3	-17%	0%	?	-2%	34%[activator]	3.5%	?	27%	i	2%	0.3%
Cc1ccccc1C(=O)N1CCC(C(=O)Nc2ccc(S(=O)(=O)N3CCCC3)cc2)CC1	6%	2%	5%	1%	22%	-0.1%	-13%	-1%	i	-1%	0.5%
O=C(CCS(=O)(=O)c1cccc2nsnc12)N1CCN(C(=O)c2ccco2)CC1	13%	1%	-4%	2%	-1%	4.6%	-4%	0%	i	0%	-0.7%
COCC(C)n1c(C)cc(C(=O)COC(=O)c2ccc3ncsc3c2)c1C (stereo unspecified)	?	-2%	10%	-9%	6%	-1.2%	0%	15%	i	-1%	0.4%
CC1(C)CC(=O)C(/C=N/n2cnc3ccccc3c2=O)=C(O)C1	-12%	0%	-5%	8%	-3%	-0.3%	9%	6%	?	2%	-1.3%

Compounds were not picked by outcome; overall some 16% were active at least once.
